Assay outcomes (PubChem BioAssay)
SNCA viab count: reduces viability of HEK-293 SNCA reporter cells; HEK-293-SNCA-luc viability, GF-AFC fluorescence, 24 h; Potency, µM (series often up to 57.1 µM), for inactives: at the highest dose activity change, negative = cytotoxicity, hits mostly cytotoxic; hit rate 0.12% among 150,000; AID 1671193;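 also: potency is read from the fitted curve at half-maximal effect; 0% = DMSO-treated cells and -100% = medium-only wells without cells; nearly all actives have a fitted effect of over 30% in size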
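Cytotoxicity counterscreen: after 24 h compound treatment of genome-edited SNCA-luciferase HEK-293 cells, live-cell protease substrate GF-AFC read by fluorescence after 30 min; activity scaled between DMSO (0%) and medium-only (-100%), curves Hill-fitted.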
NIH3T3 tox: cytotoxic compounds in NIH 3T3 cells. NIH 3T3 viability, CellTiter-Glo ATP luminescence, 48-72 h. Potency, µM (highest dose often 96.7 µM), without a hit: top-dose activity change, negative = cytotoxicity, most hits filed as inhibitors. hit rate 4.3% among 94,000; also: potency is read from the fitted curve at half-maximal effect; nearly all actives have a fitted effect of over 55% in size
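Cells were seeded at 400 per well, treated with pin-transferred compound, and kept 48 or 72 hr at 37 °C before CellTiter-Glo addition and luminescence imaging of cellular ATP.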
Luciferase inh: Photinus pyralis luciferase inhibition; Potency, µM (titrated, usually from 115 µM), for the others: at the top dose activity change, negative = inhibition, usual class: inhibitors; hit rate 2.5% among 76,000; purified P. pyralis luciferase, luminescence, biochemical; P08659; also: potency is read from the fitted curve at half-maximal effect; nearly all actives have a fitted effect of over 65% in size
Target sequence (P08659 whole entry, looked up): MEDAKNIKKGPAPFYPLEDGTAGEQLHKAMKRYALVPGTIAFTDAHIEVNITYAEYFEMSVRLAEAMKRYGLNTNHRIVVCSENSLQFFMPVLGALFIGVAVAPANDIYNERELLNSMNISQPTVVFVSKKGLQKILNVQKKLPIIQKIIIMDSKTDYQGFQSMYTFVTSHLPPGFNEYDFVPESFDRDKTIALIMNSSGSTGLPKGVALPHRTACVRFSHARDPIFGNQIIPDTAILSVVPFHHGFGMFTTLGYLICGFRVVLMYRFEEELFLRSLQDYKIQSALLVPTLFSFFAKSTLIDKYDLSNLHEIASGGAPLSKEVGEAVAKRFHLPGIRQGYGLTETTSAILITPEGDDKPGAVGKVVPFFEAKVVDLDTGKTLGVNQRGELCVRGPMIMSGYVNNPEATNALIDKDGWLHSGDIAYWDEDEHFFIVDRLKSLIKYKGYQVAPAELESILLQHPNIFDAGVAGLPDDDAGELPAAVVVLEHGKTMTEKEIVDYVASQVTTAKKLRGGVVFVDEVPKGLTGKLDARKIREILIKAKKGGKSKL
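Biochemical qHTS: compound (6-point titration) added to 10uM D-luciferin plus 10uM ATP in Tris acetate pH 7.5 buffer with Mg, Tween-20 and BSA, then purified enzyme at 10nM; light output imaged.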
IP6K1 inhibitor: inhibitors of human IP6K1. activity change, % (series mostly up to about 58 µM). hit rate 0.81% among 140,000. Q92551. IP6K1 kinase, ADP-Glo luminescence, 2 h; hits give low values; in the data active = activity change below about -25%
Target sequence (Q92551 whole entry, looked up): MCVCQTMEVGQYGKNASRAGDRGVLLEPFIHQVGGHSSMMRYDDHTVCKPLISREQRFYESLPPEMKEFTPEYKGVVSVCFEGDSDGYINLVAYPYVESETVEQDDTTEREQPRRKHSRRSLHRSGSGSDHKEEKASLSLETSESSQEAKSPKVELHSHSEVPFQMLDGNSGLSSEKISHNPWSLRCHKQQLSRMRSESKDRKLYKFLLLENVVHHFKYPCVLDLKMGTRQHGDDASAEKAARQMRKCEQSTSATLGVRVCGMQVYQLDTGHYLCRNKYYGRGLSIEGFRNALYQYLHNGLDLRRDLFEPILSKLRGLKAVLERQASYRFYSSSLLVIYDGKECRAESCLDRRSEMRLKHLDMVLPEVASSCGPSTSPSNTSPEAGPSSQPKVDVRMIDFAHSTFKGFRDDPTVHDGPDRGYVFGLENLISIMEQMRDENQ
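ADP-Glo luminescence measures ADP made by human IP6K1 during a 2 h RT reaction with ATP/IP6 (mix at 1.3 mM/130 uM); top library doses 57.5 and 19.1 uM final.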
GPT2 inhibitor: blocks human glutamate pyruvate transaminase 2; AID 1671188; Potency, µM (highest dose often 57.7 µM), inactives show top-dose activity change, negative = inhibition, actives largely listed as inhibitors; Recombinant GPT2, coupled pyruvate oxidase/HRP Amplex Red fluorescence; Q8TD30; hit rate 0.25% among 100,000; also: potency is read from the fitted curve at half-maximal effect; nearly all actives have a fitted effect of over 60% in size; many of its hits are not listed in these tables
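Inhibition is scored from Amplex Red fluorescence generated when pyruvate oxidase and HRP act on pyruvate released by GPT2. Reactions contain 10ng/uL enzyme, 250uM a-KG and 2mM L-alanine and run 30 min at room temperature.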
SNCA expr inhib: SNCA gene expression inhibition. hit rate 0.17% among 140,000. AID 1671194. HEK-293 SNCA-luciferase knock-in, luminescence, 24 h. Potency, µM (doses to about 57.2 µM), for inactives: top-dose activity change, negative = inhibition, usual class: inhibitors;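 also: potency is read from the fitted curve at half-maximal effect; plate controls were DMSO cells for no effect and cell-free wells for full effect; nearly all actives have a fitted effect of over 45% in size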
HEK293 tox: HEK 293 cell cytotoxicity; HEK 293 viability, ATP luminescence (CellTiter-Glo), 48-72 h; Potency, µM (doses to about 115 µM), for inactives: at the top dose activity change, negative = cytotoxicity, actives largely listed as inhibitors; hit rate 6.6% among 94,000; AID 1345083; also: potency is read from the fitted curve at half-maximal effect; nearly all actives have a fitted effect of over 60% in size
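Luminescence from cellular ATP, measured with CellTiter-Glo, indicates HEK 293 viability. Cells plated at 250 cells/well are treated with compound for 48 or 72 hr at 37 degree Celsius before reagent addition.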
The depositor's hits bear a star; i = inactive; ? = inconclusive; · = no result given; [ ] = another dose, or the depositor's remark. Unless noted, calls follow the shape of the dose curve; as a rule, active = well fitted curve in the direction sought with a large enough effect; inconclusive = small, poorly fitted or top-dose-only effect, or another doubt; inactive = no such curve, though single readings can be large; an effect the other way counts as inactive or inconclusive. Unless noted, % is scaled to controls: 0 for no effect and ±100 for the full control effect. These rows are one share of the data (hit frequency here may not be typical).

Results follow in this order: IP6K1 inhibitor | GPT2 inhibitor | SNCA expr inhib | Luciferase inh | NIH3T3 tox | HEK293 tox | SNCA viab count
O=S(=O)(c1ccc(Br)cc1)c1nnn2c1nc(NCc1ccc3c(c1)OCO3)c1sccc12
→ -14 | · | 35%[activator] | · | · | · | -4%
CC(Oc1ccccc1)C(=O)N1CCCN(c2cc(-c3ccc(Cl)cc3)[nH]n2)CC1 (stereo not drawn)
→ -7 | -16% | 2% | 7% | ? | 40µM* | -18%
CCC(CC)C(=O)N1CCc2cc(OC)c(OC)cc2C1COc1ccc(C(=O)OC)cc1 (stereo not drawn)
→ 2 | · | 10% | · | · | · | 3%
C=CCc1cc(C2CC(=O)Nc3[nH]ncc32)cc(OCC)c1OC (stereo not drawn)
→ -5 | 1%[11.5 µM] | -14% | -5% | -18% | 3% | -9%
CS(=O)(=O)c1ccc(O[C@H]2COCCN(Cc3ccccn3)C2)cc1
→ 10 | 3%[88.5 µM] | 2%[87.6 µM] | 1%[172 µM] | i | -4%[172 µM] | 3%[87.6 µM]
O=C1OC[C@@H]2CCN(C3CCC3)Cc3ccc(F)cc3N12
→ -10 | -19%[88.5 µM] | -2%[87.6 µM] | -2%[230 µM] | -11%[230 µM] | -17%[230 µM] | 0%[87.6 µM]
Cc1ccc(-c2nc(C)c(CCNS(=O)(=O)c3ccc(F)c(C(F)(F)F)c3)s2)cc1
→ -3 | · | 39%[activator] | · | · | · | -11%
O=C(c1ccc2c(Cl)c3c(nc2c1)CCCC3)N1CCN(c2ccccc2)CC1
→ -8 | · | 28% | · | · | · | 3%
CNC(=O)[C@H]1C[C@H](Oc2cccnc2)CN1C(=O)NC1CCCCC1
→ 7 | i | 21% | 0% | i | i | -3%
O=C(NCc1cccc(F)c1)c1ccc2nnc(C3CCOCC3)n2c1
→ -12 | · | · | · | -22% | i | ·
COc1ccc(C(=O)N2CCCCCCNC(=O)[C@@H]3C[C@@H](c4nc(C(C)C)no4)C[C@@H]32)cc1F
→ 18 | -4% | -4% | -8% | ? | -30% | -5%
Cc1ccc2oc(C(=O)Nc3ccc(S(=O)(=O)Nc4ncccn4)cc3)cc(=O)c2c1
→ 26 | · | 7% | · | · | · | -1%
Cc1cccc(CC(=O)N2CCc3c2ccc(-c2cn(C)c4ncnc(N)c24)c3F)n1
→ -6 | i | · | · | · | · | -13%
CNC(=O)c1cc(C2CC2)nc2c1c(C1CCN(C(=O)CN(C)C)CC1)nn2C
→ 2 | · | · | · | -3% | 0% | ·
O=C(Nc1ccc(Cl)c(C(F)(F)F)c1)c1cc2nc(-c3ccc4c(c3)OCO4)cc(C(F)(F)F)n2n1
→ 34 | · | 9% | · | · | · | 7%
NCC(=O)N1CCCCCCNC(=O)CC1c1ccccc1 (stereo not drawn)
→ 15 | 5% | -28% | 0% | 4% | 0% | -12%
C=C1CCC2C(C)(C)CCC[C@]2(C)[C@H]1CC/C(C)=C/C(=O)O (stereo partly drawn)
→ -5 | 1% | · | · | · | · | -28%
COCCN1C(=O)c2ccccc2C(C(=O)Nc2cccc(C)n2)C12CCCC2 (stereo not drawn)
→ 8 | i | -11% | 2% | -17% | ? | -22%
Cc1ccc(NC(=O)CN2C(=O)CCn3nc(-c4cccn4C)cc32)c(Cl)c1
→ -17 | · | -20% | · | · | · | 20%
CCc1noc(-c2cccn3c(CNC(=O)CCc4ccccc4)nnc23)n1
→ -6 | 4% | -2% | 3% | -7% | -28% | -3%
COc1ccc(C(=O)N[C@@H]2CN(Cc3ccccc3)C[C@H]2CN(C)C)cn1
→ -17 | -5% | ? | · | 32µM* | ? | -10%
CC(NC(=O)c1cc(-c2ccc(F)cc2)cn1C)c1ccccn1 (stereo not drawn)
→ -11 | i | 4% | -7% | ? | ? | -8%
COc1ccc(-c2onc(C)c2C)cc1S(=O)(=O)Nc1ccc(OC(F)(F)F)cc1
→ 16 | · | -29% | · | · | · | -8%
O=C(Nc1ccccc1F)N1CCCN(c2ccc3nnc(-c4ccccc4)n3n2)CC1
→ 0 | · | · | · | ? | ? | ·
CN(C)c1ccc(Nc2ncnc3c2c(-c2ccccc2)cn3-c2cccc(Cl)c2)cc1
→ -2 | · | -5% | · | · | · | 23%
Cc1noc(Cn2c(=O)c3cc4c(cc3n(CC(=O)Nc3cccc(Cl)c3)c2=O)OCO4)n1
→ 18 | · | 6% | · | · | · | 0%
O=c1oc2ccc3ccccc3c2cc1-c1nnc(Nc2cccc(C(F)(F)F)c2)s1
→ -1 | · | -3% | · | · | · | 24%
CC(CNC(=O)c1ccc(CSc2nc3ccncc3n2Cc2ccccc2)cc1)c1ccccc1 (stereo not drawn)
→ 19 | · | 20% | · | · | · | -28%
CCC(=O)N1CCc2cc(S(=O)(=O)NC(Cc3ccccc3)C(=O)O)ccc21 (stereo not drawn)
→ 0 | · | 5% | · | · | · | 0%
COc1ccc(-c2cc3nc(-c4ccc(Br)cc4)cc(C(F)(F)F)n3n2)cc1
→ -11 | · | 0% | · | · | · | 7%

5 structures already listed, sorted by number of heavy atoms, rising:
Results follow in this order: IP6K1 inhibitor | GPT2 inhibitor | SNCA expr inhib | Luciferase inh | NIH3T3 tox | HEK293 tox | SNCA viab count
CC(NC(=O)c1cc(-c2ccc(F)cc2)cn1C)c1ccccn1 (stereo not drawn)
→ -11 | i | 4% | -7% | ? | ? | -8%
COc1ccc(-c2cc3nc(-c4ccc(Br)cc4)cc(C(F)(F)F)n3n2)cc1
→ -11 | · | 0% | · | · | · | 7%
COc1ccc(-c2onc(C)c2C)cc1S(=O)(=O)Nc1ccc(OC(F)(F)F)cc1
→ 16 | · | -29% | · | · | · | -8%
CN(C)c1ccc(Nc2ncnc3c2c(-c2ccccc2)cn3-c2cccc(Cl)c2)cc1
→ -2 | · | -5% | · | · | · | 23%
Cc1noc(Cn2c(=O)c3cc4c(cc3n(CC(=O)Nc3cccc(Cl)c3)c2=O)OCO4)n1
→ 18 | · | 6% | · | · | · | 0%

(listing goes on)
Results follow in this order: IP6K1 inhibitor | GPT2 inhibitor | SNCA expr inhib | Luciferase inh | NIH3T3 tox | HEK293 tox | SNCA viab count
COc1ccc(NC(=O)N2CCc3c(nc4cc(-c5ccccc5)[nH]n4c3=O)C2)c(OC)c1
→ 22 | ? | -23% | ? | -11% | 13% | -6%
COc1ccc(C(=O)NCC2Cn3cccc3CN2Cc2cccnc2)cc1 (stereo not drawn)
→ -15 | i | -17% | 0% | ? | ? | -7%
C/C(=C\CCC(C)C1=CCC2(C)OC3=C(CC12)C(=O)C(O)CC3)CO (stereo not drawn)
→ -4 | i | · | · | · | · | 9%
O=C(Nc1ccc(F)c(F)c1)c1ccc(=O)n(Cc2ccc(F)cc2)c1
→ 9 | · | ? | · | · | · | -18%
COc1ccc(O[C@H]2COCCN(S(=O)(=O)c3ccc(F)cc3)C2)cc1
→ -3 | 3%[88.5 µM] | 8%[87.6 µM] | 3%[172 µM] | -24%[138 µM] | ? | 3%[87.6 µM]
CCc1ccccc1NC(=O)c1oc(=O)c2ccccc2c1-c1ccccc1
→ 6 | · | 5% | · | · | · | -9%
Cc1ccc(-c2cc3c(nc2-c2ccccc2)nc(C(=O)NCCN(C)C)n3C)cc1
→ 9 | ? | 8%[87.6 µM] | -1%[172 µM] | 11µM* | 40µM* | -22%[87.6 µM]
CC(=O)N1CCOc2ccc(CCC(=O)NCc3nc4ccccc4n3C)cc2C1
→ -11 | i | 30% | -10% | -18% | -8% | 5%[12.5 µM]
CC1CCc2onc(C(=O)N3CCN(c4cccc(C(F)(F)F)c4)CC3)c2C1 (stereo not drawn)
→ -11 | · | -12% | · | · | · | 16%
COc1ccc(-c2cc(C(C)=O)c(C)n2CCC(=O)Nc2cc(Cl)ccc2C)cc1
→ -7 | · | 37%[activator] | · | · | · | 30%
CC(C)c1ccc(NC(=O)Cn2nnc(C(=O)NCc3ccc(Cl)cc3)c2N)cc1
→ -2 | · | -13% | · | · | · | 7%
O=C(COCc1cc(-c2ccc3c(c2)OCO3)on1)Nc1cc(C(F)(F)F)ccc1Cl
→ 41 | · | -3% | · | · | · | -3%
CCOC(=O)[C@H]1C[C@]2(CCCCN(CCOC)C2=O)N(C(C)=O)[C@H]1c1ccco1
→ -4 | · | · | · | ? | 32µM* | ·
CCOc1ccc(CNC(=O)COc2cc(=O)n(C)c3ccccc23)cc1
→ -9 | · | 13% | · | · | · | 6%
CCOC(=O)c1c(C)[nH]c(C)c1S(=O)(=O)N1CCCC(C(=O)NCc2ccc(C)cc2)C1 (stereo not drawn)
→ 5 | · | 14% | · | · | · | 3%
C[N+](C)(C)CCCCCCCCCC[N+](C)(C)C
→ 8 | 0% | -10% | · | · | · | -13%
COc1ccc(-c2noc(-c3nnn4c3COC(c3cccc(OC)c3)C4)n2)cc1 (stereo not drawn)
→ 6 | i | 12% | -2% | -10% | -17% | 8%
Cc1cccc(C(=O)O)c1O
→ -8 | i | -20%[25.6 µM] | · | · | · | 7%[23.9 µM]
N#Cc1ccc(N2CCN(C(=O)CCn3cncn3)CC2=O)cc1
→ 6 | -9% | 3% | -6% | 1% | -1% | 7%
Cc1c(F)cccc1NC(=O)N1CCC(n2cnnc2C2CC2)C1 (stereo not drawn)
→ -10 | -1% | 33%[activator] | 3% | -7% | 2% | 6%
COc1cc(Cn2c(=O)sc3ccccc32)ccc1OC(C)C
→ -9 | · | 47%[activator] | · | · | · | 3%
COc1ccc(C(=O)NCC23CCCC=C2NC(=O)CC3)cc1OC (stereo not drawn)
→ -10 | i | -23% | · | -2% | 5% | -10%
CCC(C)NC(=O)C1CCCN1c1nccc(Nc2ccccc2F)n1 (stereo not drawn)
→ -3 | i | 1% | · | -29% | ? | -4%[12.5 µM]
Cc1noc([C@@H](C)NC(=O)Nc2ccc(Cl)cc2)c1C(=O)O
→ -25 | -1%[88.5 µM] | 130%[activator][87.6 µM] | 6%[172 µM] | ? | -3%[172 µM] | 7%[87.6 µM]
Cc1cc(OCC(=O)Nc2nc3c(s2)CCCC3)cc(C)c1Cl
→ 8 | · | 6% | · | · | · | -12%
Oc1ccccc1CN[C@H]1[C@H](O)[C@@H](N2CCN(c3ccccc3)CC2)[C@@H]2OC[C@H]1O2
→ 6 | i | 9%[87.6 µM] | -19%[172 µM] | -12%[174 µM] | -11%[172 µM] | 4%[87.6 µM]
CCN(Cc1cnn(C)c1)C(=O)C1CCC(=O)N(Cc2cccc(OC)c2)C1 (stereo not drawn)
→ 2 | i | 10% | -4% | ? | i | -12%
CCC(O)C(=O)N1CCc2onc(-c3ccc(-c4ccccc4)cc3)c2C1 (stereo not drawn)
→ -47* | 4% | 45%[activator] | -26% | ? | ? | ?
O=C(C1CCCN1C(=O)c1ccccc1F)N1CCC(N2CCCC2=O)CC1 (stereo not drawn)
→ 8 | i | 5% | · | -17% | -5% | -27%
COc1cc(NC(=O)Cn2c(-c3cnccn3)nc(C)c(C)c2=O)cc(OC)c1
→ 5 | i | 15% | -5% | -29% | 6% | -6%
Cc1noc(C)c1CC(=O)N1Cc2ccccc2OC2(CCN([S+](C)(=O)[O-])CC2)C1
→ -6 | 3% | -6% | · | 1% | -1% | 6%
